Screening results: PubChem BioAssay, several laboratories
rCAG RNA binder = molecules binding r(CAG) RNA repeats. r(CAG) RNA repeat, TO-PRO-1 dye displacement fluorescence. inhibition, % at 3 µM. hit rate 1.3% among 370,000. AID 651821;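 active = inhibition above the plate cutoff, the mean of all test compounds on that plate plus 3 SD, cut at about 35% in these data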;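 note: 0% = DMSO alone and 100% = 100 µM mitoxantrone as full dye displacement; higher means more dye released from RNA so lower well fluorescence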
TDP2 absorb = TDP2 (human) inhibition, absorbance primary screen. O95551. recombinant TDP2, T5PNP hydrolysis, p-nitrophenol absorbance 415 nm. inhibition, % at 12.8 µM. hit rate 0.34% among 370,000;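 active = inhibition above the mean of all tested compounds plus 3 SD, set per campaign, cut at about 25% in these data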;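 note: 0% = DMSO with enzyme and 100% = buffer with substrate but no TDP2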
Target sequence (O95551 whole entry, looked up): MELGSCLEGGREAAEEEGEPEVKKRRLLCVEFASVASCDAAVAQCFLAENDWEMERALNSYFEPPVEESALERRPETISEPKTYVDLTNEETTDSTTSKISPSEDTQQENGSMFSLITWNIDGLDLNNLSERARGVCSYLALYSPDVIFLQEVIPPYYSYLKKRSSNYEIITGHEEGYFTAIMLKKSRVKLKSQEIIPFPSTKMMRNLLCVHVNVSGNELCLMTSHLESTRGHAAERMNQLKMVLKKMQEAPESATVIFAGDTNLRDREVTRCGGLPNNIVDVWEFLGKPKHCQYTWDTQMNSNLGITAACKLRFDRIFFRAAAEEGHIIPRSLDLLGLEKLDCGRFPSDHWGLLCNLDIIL
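System – recombinant human TDP2 · Quantity – TDP2 enzyme at 120 nM final · Doses – single concentration, 12.8 µM nominal, with 1% DMSO · Incubation – 2 h at 37 °C · Measured by – epi absorbance of p-nitrophenol freed from T5PNP by hydrolysis · Read-out – % inhibition relative to enzyme-containing and enzyme-free wells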
SIAE primary = human SIAE inhibition, primary screen; Q9HAT2; SIAE FP-Rh probe binding, fluorescence polarization; inhibition, % at 9.66 µM; hit rate 0.69% among 370,000;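 active = inhibition above a cutoff: mean of compounds within the control limits plus 3 SD of those, cut at about 17% in these data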;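 note: 0% = plate median of compound wells and 100% = probe without SIAE protein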
LEDGF integ inh = blocks HIV-1 LEDGF/p75-dependent DNA integration; TR-FRET IN-LEDGF/p75 DNA integration, Eu/Cy5; inhibition, % at 3.7 µM; hit rate 0.64% among 370,000; AID 743269;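 active = inhibition above the screen-wide mean plus 3 SD, cut at about 13% in these data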;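 note: signal is the Cy5 over europium emission ratio at 671 and 618 nm; 0% = plate median of compound wells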
TCR-CD3 inh = human TCR-CD3 binding inhibition. TAMRA-labeled TCR probe fluorescence, biochemical. inhibition, % at 9.4 µM. hit rate 0.37% among 360,000. AID 651800; in the data active = inhibition above about 19%;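 note: recombinant mutant TCR 2C K166C tagged with TAMRA read by polarization; 0% = receptor in buffer alone and 100% = receptor with positive control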
MBD2 inh = inhibitors of human MBD2 binding to methylated oligonucleotide; Q9UBB5; TR-FRET; inhibition, % at 4.4 µM; hit rate 0.31% among 370,000; AID 686964; in the data active = inhibition above about 13%
HTRA1 inhibitor = inhibitors of human serine peptidase HTRA1. Q92743. recombinant HTRA1, FP-rhodamine activity-based probe, fluorescence polarization. inhibition, % at 5.96 µM. hit rate 0.5% among 340,000; in the data active = inhibition above about 36%;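 note: 0% = enzyme with DMSO and 100% = wells lacking enzyme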
Target sequence (Q92743 whole entry, looked up): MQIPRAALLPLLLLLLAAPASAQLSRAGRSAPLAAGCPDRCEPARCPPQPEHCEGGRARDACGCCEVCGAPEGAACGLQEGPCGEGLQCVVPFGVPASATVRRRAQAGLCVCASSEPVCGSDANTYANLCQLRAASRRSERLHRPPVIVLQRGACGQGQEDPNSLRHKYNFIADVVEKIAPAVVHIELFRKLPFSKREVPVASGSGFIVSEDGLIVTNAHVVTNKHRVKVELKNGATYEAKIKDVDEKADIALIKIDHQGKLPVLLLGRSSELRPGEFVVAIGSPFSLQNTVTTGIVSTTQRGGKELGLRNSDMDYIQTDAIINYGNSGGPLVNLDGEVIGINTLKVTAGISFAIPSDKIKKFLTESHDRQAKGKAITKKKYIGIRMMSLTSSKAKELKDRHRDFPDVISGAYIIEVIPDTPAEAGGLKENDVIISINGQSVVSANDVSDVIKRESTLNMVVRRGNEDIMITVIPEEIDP
PRMT1 FP inh = PRMT1 (human) inhibition, primary screen; Q99873; recombinant PRMT1, activity-based probe fluorescence polarization; inhibition, % at 2.79 µM; hit rate 1.3% among 370,000; AID 652257;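 active = inhibition above about 21% made by adding two undisclosed values, limit read from the data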
ABHD4 inh = inhibitors of mouse ABHD4. Q8VD66. purified mABHD4, FP-Rh probe fluorescence polarization. inhibition, % at 8.92 µM. hit rate 0.54% among 370,000;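 active = inhibition exceeding the mean over every tested compound plus 3 SD, cut at about 30% in these data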;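 note: 0% = plate median of compound wells and 100% = S159A mutant with DMSO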
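Assay system: mouse ABHD4 enzyme, wild type / Also added: fluorescent activity-based probe FP-Rh / Doses: single nominal dose of 8.92 µM, 0.89% DMSO final / Timing: 45 min compound pre-incubation plus 60 min probe step, 25 °C / Signal: FP readout, ex 525 nm / em 598 nm / Control set: S159A mutant/DMSO as 100%, compound-well median as 0%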
GC-B act = GC-B (human) receptor activation | HEK293-GC-B cells, CNP EC30, cGMP TR-FRET; 0% at EC30 CNP, 100% saturating CNP | activation, % at 10 µM | AID 1920062 | hit rate 0.11% among 370,000 | P20594;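 active = activation at 10 µM reaching about 35% in either raw or pattern-adjusted values, limit read from the data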
The depositor's hits bear a star; · = no result given. Only part of the results is shown (hit frequency here may not be typical).

SMILES	rCAG RNA binder	TDP2 absorb	SIAE primary	LEDGF integ inh	TCR-CD3 inh	MBD2 inh	HTRA1 inhibitor	PRMT1 FP inh	ABHD4 inh	GC-B act
CSc1nc2ccccc2n1CC(=O)N1CCCCC1	0.2	8.6	-4.3	1.4	4.1	2.7	1.6	-0.3	4.9	4.9
CCc1ccccc1NC(=S)N(Cc1cccs1)C1CCCC1	0.1	5.8	0.8	0.9	7.4	-6.5	7.5	-3.9	-5.2	-1.3
COc1ccccc1N(CC(O)Cn1c2ccccc2c2ccccc21)S(=O)(=O)c1ccccc1 (stereo unspecified)	5.9	-0.4	-9.9	-0.2	3.3	6.8	-40.2	-1.5	-7.6	-12.2
Cc1ccc(S(=O)(=O)N2C[C@H]3n4c(=O)ccc(=O)n4C[C@H](OC(=O)Nc4cccs4)[C@@]3(O)C2)cc1	4.3	4.2	5.5	-4.1	1.7	-2.9	-11.3	2.8	5.9	0.7
CCn1c(=O)c2c(nc(SCC(=O)NCC3CCCO3)n2C)n(C)c1=O (stereo unspecified)	-3.3	11.3	3.1	4.1	5.8	-2.1	4.5	-3.1	3.1	6.7
CCCCCCCCN1C(=O)N2Cc3cc(F)ccc3C2CS1(=O)=O (stereo unspecified)	-1.4	-5.8	1.7	-0.1	·	-2.5	·	1.7	5.2	1.1
Oc1ccccc1/C=N/N1CCCCC1	0.1	-7.3	-1.3	2.6	-3.0	1.0	2.3	0.4	3.6	1.8
Clc1cccc(CN2CCCCCC2)c1Cl	-1.2	4.2	1.3	4.0	7.0	-1.7	1.6	-2.1	4.1	-0.2
CC(C)(O)CC[C@@H](O)[C@](C)(O)C1CC[C@@]2(O)C3=CC(=O)[C@@H]4C[C@@H](O)[C@@H](O)C[C@]4(C)C3CC[C@]12C (stereo partly specified)	-2.8	-0.5	7.1	-0.5	3.0	1.8	-1.4	1.1	1.9	-1.2
NC(=O)C1CCN(C2CC(=O)N(Cc3ccc(N4CCCC4=O)cc3)C2=O)CC1 (stereo unspecified)	1.2	4.5	3.2	-3.1	-1.6	2.3	-2.1	58.5*	2.3	8.9
O=C(O)COc1ccc(NC(=O)c2ccco2)cc1	-0.2	22.6	-1.5	-2.6	1.4	3.1	-7.6	1.9	10.4	-1.5
O=C(CSc1ncn[nH]1)N1N=C2/C(=C/c3ccccc3)CCCC2C1c1ccccc1 (stereo unspecified)	0.7	3.7	-7.1	1.9	1.3	-5.2	-29.9	0.6	-38.6	-1.9
CC(=O)N/C(=C\c1ccccc1)C(=O)OCc1cccc(S(=O)(=O)N(C)C)c1	1.9	9.9	-0.3	-0.2	-0.7	-2.1	-4.7	0.5	0.2	-1.9
N/C(=N\OC(=O)c1ccc(Cl)cc1Cl)c1ccc(Cl)cc1	2.7	-2.4	-1.2	-0.6	1.9	-3.6	1.4	3.4	2.5	6.1
O=C1COc2ccc(C(=O)c3ccccc3C(=O)O)cc2N1	2.8	-6.4	2.1	0.0	-8.4	-7.3	0.7	1.3	1.1	2.1
CSc1[nH]c(=O)c(C(=O)O)cc1C#N	1.3	1.6	-1.9	-1.7	1.5	-3.3	0.1	2.0	1.3	1.5
CCOC(=O)Cn1c(N)c(C(=O)OC)sc1=S	-0.5	-2.9	-1.9	-4.3	3.1	-0.7	1.1	7.7	-0.4	2.8
O=C(NCCc1cccc(F)c1)C1CC(O)CN1C(=O)Nc1ccccc1 (stereo unspecified)	4.7	-3.1	4.2	3.0	5.9	-6.5	0.2	-3.4	4.9	-0.2
Cc1ccc(S(=O)(=O)Nc2ccccc2C(=O)Nc2nc(-c3ccc(F)cc3)cs2)cc1	89.1*	7.8	-25.6	0.1	6.0	-3.8	-90.5	0.7	-70.2	-2.1
COc1cc(C(=O)N2CCCCC2)ccc1OCC(=O)Nc1ccc(F)cc1	1.2	-0.6	0.0	-1.8	3.0	0.3	4.2	-1.1	4.8	-0.1
CCC1(c2ccccc2)NC(=O)N(C)C1=O (stereo unspecified)	0.9	2.9	1.4	-2.7	-3.1	4.6	4.5	1.7	-5.6	-0.1
O=C(CSc1nccn1-c1ccc(Cl)cc1)Nc1ccc2c(c1)OCO2	-4.4	4.7	5.2	1.8	6.7	-1.0	1.0	-0.9	-7.9	-7.3
CCC(=O)Nc1ccc(C(=O)Nc2c[nH]c(=O)[nH]c2=O)cc1	1.7	-6.2	-3.9	2.9	-10.6	8.3	7.6	4.8	-5.9	-0.3
CCN(C(=O)COc1cc(OC)ccc1C(C)=O)C1CCS(=O)(=O)C1 (stereo unspecified)	-0.7	0.8	11.4	-1.0	-1.1	-2.0	2.4	-1.8	4.0	-3.0
Cc1cc(/C=N/Nc2ccc([N+](=O)[O-])cn2)c(C)n1-c1ccccc1	15.8	-0.6	2.5	4.0	-1.9	4.2	12.2	14.2	11.4	-7.0
CCOc1ccc(C(=S)NC2CCCCC2)cc1OCC	-3.2	1.3	1.0	1.0	2.7	-6.0	9.0	4.4	2.9	1.4
Cc1ccc(/C([O-])=C(/C(=S)NCCN2CCOCC2)[n+]2ccccc2)cc1[N+](=O)[O-]	2.2	-10.2	-4.4	-2.0	-12.6	2.6	0.8	7.0	-16.2	-3.4
CC(C)OCCCNC(=O)C1CCC(CNS(=O)(=O)c2ccc(Cl)cc2)CC1 (stereo unspecified)	-2.1	-6.9	-1.4	1.3	-4.1	-1.2	4.2	0.1	11.2	6.1
COCC1CCN(C(=O)c2oc3c(F)cccc3c2C)C1 (stereo unspecified)	-3.2	-10.6	1.4	4.4	-7.5	-5.4	5.2	0.7	-5.4	1.8
O=C(CCCCn1c(=O)[nH]c2ccccc2c1=O)N1CCN(c2ncccn2)CC1	0.1	5.6	11.9	-1.0	4.8	-3.3	-0.2	-3.5	2.0	3.2
COc1ccc(CN2C(=O)[C@@H]3Cc4c([nH]c5ccccc45)C(C)(C)N3C2=O)cc1	-0.8	-5.9	5.2	-4.2	1.2	-1.8	-65.6	-1.6	-9.8	22.8
O=C(Nc1ccccc1Cl)c1ccc(Cl)cc1Cl	0.1	5.5	1.9	-1.6	-2.4	-1.9	-7.5	-1.6	1.1	-1.4
Nc1nc2c(ncn2[C@@H]2O[C@H](CNCc3ccc(F)c(N4CCOCC4)c3)[C@@H](O)[C@H]2O)c(=O)[nH]1	4.6	3.2	12.0	-1.4	0.6	0.7	·	-1.1	5.9	7.9
CCC(=O)c1cn(CC(=O)Nc2ccc(F)cc2)c2ccccc12	1.6	-7.3	-0.3	0.4	-3.3	-7.0	-2.7	-0.8	1.0	-4.1
O=C(Cc1cc(C(F)(F)F)cc(C(F)(F)F)c1)Nc1c(-c2ccccc2)[nH][nH]c1=O	16.9	12.7	8.4	-3.6	-9.2	2.0	·	3.7	5.0	-3.9
CCOc1ccc(OCCCCOc2ccccc2C(C)=O)cc1	-6.2	-8.0	12.2	1.6	0.6	-2.7	-9.1	-3.5	-7.8	2.8
CC1=C(C(=O)N2CCCCCC2)CC(CC(=O)NCCc2ccccn2)C(=O)N1Cc1ccccc1 (stereo unspecified)	-0.7	-4.5	-6.0	2.9	-4.8	0.6	·	-6.7	1.9	0.8
O=C(CN1CCC(c2nc3ccccc3s2)CC1)NCc1cccs1	-4.0	5.4	-0.3	1.7	6.6	2.6	-2.5	0.3	2.3	1.2
CC(C)c1ccc2[nH]c(O)c(N=NC(=O)c3cccc(S(=O)(=O)Nc4ccc(Cl)cc4)c3)c2c1	6.1	5.0	5.9	-0.1	2.6	-3.6	0.5	-4.4	2.0	-0.9
O=C(O)c1cc(N2C(=O)CCC2=O)ccc1Cl	4.8	8.6	-2.9	5.8	6.3	15.1*	9.3	-0.5	-4.3	2.1
Cc1ccc(/C=N/NC(=O)C(C)NC(=O)c2ccccc2)cc1 (stereo unspecified)	-2.7	-4.9	2.2	2.6	0.4	-1.5	-4.0	-2.2	1.2	-4.2
CN(C)CCNC(=S)Nc1ccccc1Cl	-4.0	-11.2	-6.8	-1.2	-5.7	2.9	2.5	-0.5	1.6	0.8
O=C(NCc1cccnc1)c1cccc(S(=O)(=O)N2CCOCC2)c1	2.3	3.5	-3.1	0.1	0.7	1.4	-1.7	-0.4	5.0	3.7
CCC(=O)N1CCc2cc(Br)cc(S(=O)(=O)NCCN3CCCCC3C)c21 (stereo unspecified)	-4.0	0.4	5.3	4.3	-11.6	-5.6	0.9	-1.7	6.7	1.7
Cc1ccc2nc(C(F)OC(F)(F)F)[nH]c2c1 (stereo unspecified)	0.3	9.7	6.3	0.3	4.8	1.2	-8.3	-2.5	3.5	-2.7
O=C(C1=C(O)C(=O)N(CCN2CCOCC2)C1c1cccnc1)c1cc2ccccc2o1 (stereo unspecified)	3.6	9.8	0.9	1.1	7.3	1.9	-1.0	3.4	2.3	-1.2
CC(=O)c1ccc(OCCCC(=O)NCc2nnc3ccccn23)cc1	-3.0	-6.8	2.4	-6.1	-4.8	0.3	6.5	2.4	-3.4	-3.4
Cc1cc(C)c(NS(=O)(=O)c2ccccc2)c(C)n1	0.9	0.2	0.7	0.5	1.8	-5.7	2.8	-1.3	-3.4	1.5
Fc1ccc(-c2cn(-c3ccccc3)c3[n+]2CCS3)cc1	-0.6	-8.4	0.1	-4.8	-9.5	3.3	-5.7	6.7	-0.5	3.5
COCCCNC(=O)CC(NS(=O)(=O)c1ccc(C)cc1)c1ccco1 (stereo unspecified)	-1.5	4.5	0.9	-0.5	7.0	-4.7	2.3	-3.2	-4.2	3.7
CCS(=O)(=O)c1ncc(Cl)c(C(=O)Nc2ccc(S(=O)(=O)N(C)c3ccccc3)cc2)n1	11.0	17.0	-11.3	-0.7	-2.2	0.6	-45.3	18.2	-5.2	40.9*

Structures shown so far with an aryl thioether with sulfur outside any ring (5):
SMILES	rCAG RNA binder	TDP2 absorb	SIAE primary	LEDGF integ inh	TCR-CD3 inh	MBD2 inh	HTRA1 inhibitor	PRMT1 FP inh	ABHD4 inh	GC-B act
CSc1nc2ccccc2n1CC(=O)N1CCCCC1	0.2	8.6	-4.3	1.4	4.1	2.7	1.6	-0.3	4.9	4.9
CCn1c(=O)c2c(nc(SCC(=O)NCC3CCCO3)n2C)n(C)c1=O (stereo unspecified)	-3.3	11.3	3.1	4.1	5.8	-2.1	4.5	-3.1	3.1	6.7
O=C(CSc1ncn[nH]1)N1N=C2/C(=C/c3ccccc3)CCCC2C1c1ccccc1 (stereo unspecified)	0.7	3.7	-7.1	1.9	1.3	-5.2	-29.9	0.6	-38.6	-1.9
CSc1[nH]c(=O)c(C(=O)O)cc1C#N	1.3	1.6	-1.9	-1.7	1.5	-3.3	0.1	2.0	1.3	1.5
O=C(CSc1nccn1-c1ccc(Cl)cc1)Nc1ccc2c(c1)OCO2	-4.4	4.7	5.2	1.8	6.7	-1.0	1.0	-0.9	-7.9	-7.3

A second format for two compounds above.
Order of values: rCAG RNA binder | TDP2 absorb | SIAE primary | LEDGF integ inh | TCR-CD3 inh | MBD2 inh | HTRA1 inhibitor | PRMT1 FP inh | ABHD4 inh | GC-B act
> Cc1ccc(/C=N/NC(=O)C(C)NC(=O)c2ccccc2)cc1 (stereo unspecified)
  -2.7 | -4.9 | 2.2 | 2.6 | 0.4 | -1.5 | -4.0 | -2.2 | 1.2 | -4.2
> CN(C)CCNC(=S)Nc1ccccc1Cl
  -4.0 | -11.2 | -6.8 | -1.2 | -5.7 | 2.9 | 2.5 | -0.5 | 1.6 | 0.8
